# Assay outcomes as filed in PubChem BioAssay.
# HDAC3 inhib: HDAC3 deacetylase inhibitors, primary screen, biochemical, fluorescence, cell-free homogeneous. Histone deacetylase 3 (Homo sapiens), O15379. recombinant HDAC3, fluorogenic peptide/trypsin coupled. inhibition, % at 8.3 µM. 320,000 compounds, 0.15% hits. AID 2718, 2010; in the data active = inhibition above about 26%, passing the limit was not always enough; inconclusive = no clear call, values can overlap the other calls
# RGS4 pot: RGS4 potentiators or activators, primary screen, cell-based, HEK293 M3R inducible RGS4, calcium flux; AID 463111, 2010; carbachol calcium flux Fluo4; active compounds read low; B-score at 10 µM; 310,000 compounds, 0.92% hits;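 active = B-score of the integrated calcium signal more than 4 SD below the library mean, with starting fluorescence not abnormally high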;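 note: negative B-score means reduced calcium response which marks RGS4 activation or potentiation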
#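 Material: M3R-expressing HEK293 line, RGS4 induced by doxycycline | Schedule: Overnight RGS4 induction, 30 min dye load 37 °C, 20 min compound RT | Measured by: Fluo4 fluorescence kinetic imaging of calcium | Read-out: Integrated calcium ratio converted to B score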
# TMEM16A act: TMEM16A chloride channel activators or potentiators, primary screen, cell-based, HTS | HEK293 TMEM16A/YFP-H148Q/I152L, iodide quench fluorescence; active compounds read low | B-score at 10 µM | 340,000 compounds, 0.3% hits | AID 623877, 2012;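 active = fluorescence-ratio B-score plate-corrected deviation score at least 3 library SD below zero, with starting fluorescence score within 5 deviations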;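 note: channel opened by trigger with iodide after compound preincubation; score built on the fluorescence ratio of max minus min over baseline; more negative score means more quench and so TMEM16A activation or potentiation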
# TMEM16A inh: TMEM16A chloride channel inhibitors, primary screen, cell-based, HTS; 310,000 compounds, 1.2% hits; HEK293 TMEM16A/YFP iodide influx fluorescence, ionomycin; normalized B-score (activity score, 25-100; higher = stronger inhibition) at 10 µM;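 active = ratio plate-corrected score three or more library SD toward inhibition, starting fluorescence score within five deviations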;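 note: score derived from kinetic fluorescence span divided by baseline fluorescence per well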
# KCNQ1 act: potentiators or activators of KCNQ1 channel, primary screen, cell-based, thallium flux, high-throughput | CHO-K1 KCNQ1, thallium flux FluxOR fluorescence; active compounds read high | Potassium voltage-gated channel subfamily KQT member 1 (Homo sapiens), P51787 | B-score at 10 µM | 310,000 compounds, 0.35% hits;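 active = fluorescence ratio B-score, a plate-corrected score, at least three library SD, with initial intensity B-score within 5 SD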
# Target sequence (P51787 whole entry, looked up): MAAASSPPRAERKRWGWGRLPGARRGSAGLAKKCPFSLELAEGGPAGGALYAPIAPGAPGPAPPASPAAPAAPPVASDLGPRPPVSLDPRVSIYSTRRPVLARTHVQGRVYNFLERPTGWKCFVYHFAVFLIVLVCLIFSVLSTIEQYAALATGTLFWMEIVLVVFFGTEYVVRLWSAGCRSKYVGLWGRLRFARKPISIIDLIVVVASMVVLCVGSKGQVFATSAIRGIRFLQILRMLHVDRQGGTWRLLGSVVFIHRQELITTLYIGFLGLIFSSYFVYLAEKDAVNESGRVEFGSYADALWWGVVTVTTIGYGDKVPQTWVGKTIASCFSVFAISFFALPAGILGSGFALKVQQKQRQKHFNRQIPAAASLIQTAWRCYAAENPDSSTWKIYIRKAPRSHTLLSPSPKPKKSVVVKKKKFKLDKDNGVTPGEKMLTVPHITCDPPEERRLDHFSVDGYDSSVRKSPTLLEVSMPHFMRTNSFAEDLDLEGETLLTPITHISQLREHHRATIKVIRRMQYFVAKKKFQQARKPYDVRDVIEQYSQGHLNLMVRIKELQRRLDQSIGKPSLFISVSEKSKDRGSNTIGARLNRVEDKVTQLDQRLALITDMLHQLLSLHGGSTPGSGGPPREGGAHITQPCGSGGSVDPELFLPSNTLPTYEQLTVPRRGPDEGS
#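 System: CHO-K1 cells stably expressing KCNQ1 / Medium: assay buffer for compound exposure, DMSO matched across wells / Reagent: thallium- and potassium-containing depolarizing buffer / Compound: one concentration, matched DMSO / Incubation: 20 min compound pretreatment at room temperature / Measured by: kinetic FluxOR fluorescence, 10 s baseline plus 110 s post-stimulus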
# KCNQ1 inh: inhibitors of human KCNQ1 channel, primary screen, cell-based, thallium flux, high-throughput; CHO-K1 KCNQ1, FluxOR thallium flux fluorescence; active compounds read high; B-score at 10 µM; 310,000 compounds, 1.3% hits;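 active = compounds whose thallium flux B-score, printed positive for inhibition, exceeds three library SD while starting fluorescence stays within three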;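 note: channel opened by potassium depolarization with thallium stimulus after 20 min compound exposure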
# KCNK9 block: KCNK9 potassium channel inhibitors, primary screen, HEK293 cells, thallium flux; FluxOR thallium flux fluorescence; active compounds read low; B-score at 10 µM; 310,000 compounds, 1.2% hits; Potassium channel subfamily K member 9 (Homo sapiens), Q9NPC2;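 active = ratio B-score over 3 SD below the library mean, with starting fluorescence within 5 SD of its mean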;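 note: negative B-score means less thallium flux so channel inhibition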
# SKKanGAS inh: S. pyogenes SKKanGAS growth inhibitors in kanamycin, primary screen, streptokinase expression inhibitor project, SKKanGAS strain, BacTiter-Glo luminescence. inhibition, % at 7.5 µM. 6 h. 300,000 compounds, 1.3% hits;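 active = mean replicate score, as percent of positive control median, at least 50; inconclusive = mean below 50 but one replicate at or above 50; inactive = mean and every replicate below 50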;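 note: strain carries kanamycin resistance gene driven by streptokinase promoter and grows in 40 µg/ml kanamycin; loss of luminescence reflects streptokinase promoter inhibition or plain growth inhibition; 0% = median of DMSO wells and 100% = positive control at its reference dose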
# hERG rescue: hERG rescue from dofetilide block, primary screen, cell-based, CHO-hERG, FluxOR thallium flux, dofetilide IC70; AID 1511, 2009; activation (rescue from dofetilide block), less the hit threshold, % at 10 µM; 310,000 compounds, 0.51% hits; dofetilide IC70 present;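 active = activation above the mean of controls blocked by dofetilide plus 5 SD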;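 note: thallium influx through hERG after potassium depolarization seen as dye fluorescence rise; in these data hits start at about 4.7%; inactives centre near -7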
# KCNK3 inh: human KCNK3 channel inhibitors, primary screen, CHO cells, FluxOR thallium flux, B-score | FluxOR fluorescence; active compounds read low | B-score at 10 µM | 340,000 compounds, 0.84% hits | AID 602410, 2012;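 active = B-score under library mean minus 4 SD, starting fluorescence ratio at most library mean plus 5 SD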;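 note: more negative B-score means stronger inhibition of thallium flux through KCNK3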
# RGS4 inh: RGS4 inhibitors, primary screen, cell-based, HEK293 M3R inducible RGS4, calcium flux; Regulator of G-protein signaling 4 (Homo sapiens), P49798; Fluo-4 calcium flux; active compounds read high; triggered by carbachol at its EC20; B-score at 10 µM; 310,000 compounds, 0.45% hits; AID 463165, 2010;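 active = B-score, a plate-corrected calcium signal, over three deviations above library mean, with baseline fluorescence within five deviations of library mean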;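 note: RGS4 expression induced by doxycycline in cells with stable M3 receptor; B-score is computed from the integrated fluorescence ratio over baseline after carbachol; higher B-score means a larger calcium signal and so more RGS4 inhibition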
# Target sequence (P49798 whole entry, looked up): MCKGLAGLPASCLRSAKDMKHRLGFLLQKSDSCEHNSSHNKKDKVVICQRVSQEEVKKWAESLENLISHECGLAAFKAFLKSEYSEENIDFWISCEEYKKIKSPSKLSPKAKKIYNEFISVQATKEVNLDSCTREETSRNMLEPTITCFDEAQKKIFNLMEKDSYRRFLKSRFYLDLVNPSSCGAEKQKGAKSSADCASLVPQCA
# * = called active by the depositor; i = inactive; ? = inconclusive; nt = no result given.
SMILES,HDAC3 inhib,RGS4 pot,TMEM16A act,TMEM16A inh,KCNQ1 act,KCNQ1 inh,KCNK9 block,SKKanGAS inh,hERG rescue,KCNK3 inh,RGS4 inh
COc1ccc2cc(-c3ccn[nH]3)ccc2c1,5,i,i,i,i,i,i,9,-6,i,i
O=S(=O)(NCc1ccco1)c1ccc(S(=O)(=O)N2CCCC2)cc1,3,i,i,i,i,i,i,5,-5,i,i
N/C(=N\OC(=O)C1CCCCC1)c1cccc([N+](=O)[O-])c1,2,i,i,i,i,i,i,nt,-9,i,i
CCOC(=O)CNC(=S)N(Cc1ccccc1)Cc1ccccc1F,2,i,i,i,i,i,i,2,1,i,i
CCOc1ccccc1C1CC(=O)NC2=C1C(=O)CCC2 (stereo not given),-2,i,i,i,i,i,i,-4,-7,i,i
CC(C)C(=O)c1cn(CC(=O)O)c2ccccc12,2,i,i,i,i,i,i,-9,-9,i,i
CC(C)Cc1ccc(C(=O)Nc2ccc(Cc3ccncc3)cc2)o1,0,i,i,i,i,i,i,0,-9,i,i
Cn1c(N)c(C(=O)COC(=O)c2ccccn2)c(=O)n(C)c1=O,0,i,i,i,i,i,i,-5,-2,i,i
O=C(CN1CCN(Cc2cccc(Cl)c2)C1=O)NCc1cccs1,3,i,i,i,i,i,i,0,-9,i,i
CC1(C)CC(=O)c2sc(NC(=O)C3CC3)nc2C1,-2,i,i,i,i,i,i,-2,0,i,i
S=c1[nH]nc(-c2cccnc2)n1/N=C/c1ccccc1,2,i,i,i,i,i,i,8,-3,i,i
Cc1cccc(OCCOCCN2CCOCC2)c1C,-6,i,i,i,i,i,i,-2,-11,i,i
CC(=O)c1cccc(NC(=O)C2=CC(c3cccs3)=NS(=O)(=O)N2C)c1,0,i,i,i,i,i,i,-1,0,i,i
CC(C)Oc1ccc(C2CC(=O)N(c3cccc(Br)c3)C2=O)cc1 (stereo not given),7,i,i,i,i,i,i,14,-1,i,i
O=C(N/N=C\c1cccc(F)c1)c1ccc(Cn2cc(Br)c([N+](=O)[O-])n2)o1,10,i,i,i,i,i,i,-6,-8,i,i
O=C(CSc1nnc(-c2ccc(Cl)cc2)n1-c1ccc(Cl)cc1)N/N=C/c1ccccc1C(=O)O,-8,i,nt,i,i,i,i,0,-29,nt,i
Cc1nn(CCc2n[nH]c(=S)n2-c2ccc(F)c(Cl)c2)c(C)c1[N+](=O)[O-],-2,i,i,i,i,i,i,-12,-5,i,i
O=C1CC(c2ccc(Cl)c(Cl)c2)CC(O)=C1C=NCCN1CCNCC1 (stereo not given),nt,i,nt,nt,i,i,i,-5,-2,nt,i
C=CCC1(C(=O)NCCO)CCN(C(=O)OC(C)(C)C)CC1,9,i,i,i,i,i,i,5,0,i,i
O=C(O)c1cc(-c2ccccc2)n(-c2ccc(Cl)cc2Cl)n1,-1,i,i,i,i,i,i,-1,-4,i,i
COc1cc(C)c(C(=O)Oc2cc(C)c(C(=O)O)c(O)c2)c(O)c1,2,i,i,100*,i,i,i,15,-3,i,i
Cc1ccc(OC2=NS(=O)(=O)c3ccccc32)cc1,8,i,i,i,i,i,i,-11,-23,i,i
CCOC(=O)N1CCC(NC(=O)CC2C(=O)NCCN2Cc2ccc(C)cc2)CC1 (stereo not given),-7,i,i,i,i,i,i,-6,-13,i,i
Cc1c(OCC(=O)NCc2ccncc2)ccc2c3c(c(=O)oc12)CCC3,-6,i,i,i,i,i,i,9,-6,i,i
CCOC(=O)CSc1ccc2nnc(-c3ccncc3)n2n1,-4,i,i,i,i,i,i,1,-6,i,i
Clc1ccc(-c2csc3ncnc(Cl)c23)cc1,-7,i,i,i,i,i,i,2,-5,i,i
Cc1ccccc1NC(=O)CSc1nnc(-c2ccccn2)o1,3,i,i,i,i,i,i,-4,-2,i,i
Cc1ccccc1NC(=O)C1CC(=O)n2ncnc2N1 (stereo not given),-2,i,i,i,i,i,i,-4,-9,i,i
FC(F)(F)c1nnc2ccc(N3CCCC3)nn12,5,i,i,i,i,i,i,-10,-4,i,i
CC(=O)N1CCN(c2nc3cc4c(cc3nc2NS(=O)(=O)c2ccccc2)OCCO4)CC1,-7,i,i,i,i,i,i,1,-13,i,i
Cc1ccc(O)c(C2=NOC(O)(C(F)(F)F)C2)c1 (stereo not given),14,i,i,i,i,i,i,-3,-6,i,i
O=C(CCNC(=O)c1ccc(Br)cc1)Nc1cccc(S(=O)(=O)N2CCCCC2)c1,4,i,i,i,i,i,i,8,-12,i,i
CCn1cc(C(=O)NCCN(CC(C)C)CC(C)C)c(=O)c2cc(S(=O)(=O)N3CCOCC3)ccc21,0,i,i,i,i,i,i,8,-7,i,i
C/C(=C\C(=O)c1ccc(Cl)cc1)Nc1ccc(Br)cc1,4,i,i,i,i,i,i,-7,-5,i,i
COc1cc(CO)cc(Br)c1OCc1cccnc1,-5,i,i,i,i,i,i,-12,-10,i,i
Cc1ccc(CC(=O)Nc2nccs2)cc1C,-1,i,i,i,i,i,i,0,-4,i,i
O=C(CSc1ncn[nH]1)NN(c1ccccc1)c1ccccc1,-11,i,i,i,i,i,i,-2,-2,i,i
Cc1cc(C(=O)Nc2ccc3[nH]ccc3c2)no1,-7,i,i,i,i,i,i,-3,-8,i,i
COc1ccc(-c2csc3ncn(-c4ccccc4OC)c(=O)c23)cc1OC,-12,i,i,i,i,i,i,0,-2,i,i
O=C(NN(c1ccccc1)c1ccccc1)c1ccccc1F,-2,i,i,i,i,i,i,1,-8,i,i
COCCNC(=S)N/N=C1\CC(C)CC(C)(C)C1 (stereo not given),3,i,i,i,i,i,i,-3,-8,i,i
Cn1nc(C(=O)NCc2ccco2)c2ccccc2c1=O,-3,i,i,i,i,i,i,1,-7,i,i
Clc1ccc(-c2noc(/C=C/c3ccccc3)n2)cc1,-1,i,i,i,i,i,i,-19,-3,i,i
Cc1nonc1NC(=O)CSc1nc2ccccc2o1,3,i,i,i,i,i,i,5,-8,i,i
CCC(C)N(CCNC(=O)CC1Oc2ccccc2NC1=O)C1CCCCC1 (stereo not given),1,i,i,i,i,i,i,-3,-3,i,i
Cc1ccc(F)cc1NC(=O)c1cccc2nccnc12,-3,i,i,i,i,i,i,-1,-12,i,i
CCc1ccccc1NC(=O)CC(=O)Nc1ccccc1CC,1,i,i,i,i,i,i,-6,-4,i,i
O=C(NCc1ccco1)C1CCCN(c2ncnc3c2nc2n3CCCCC2)C1 (stereo not given),1,i,i,i,i,i,i,-2,-11,i,i
COc1cccc(C(=O)Cn2c(Br)nc3c2c(=O)n(C)c(=O)n3C)c1,-9,i,i,i,i,i,i,-20,-16,i,i
Cc1ccc2c(c1)c(CC(=O)Nc1ccc(C)c(F)c1)c(C(=O)O)n2C,?,i,i,i,i,i,i,11,-9,i,i
CCC1CCCCN1C(=O)CCCc1ccccc1 (stereo not given),?,i,i,i,i,i,i,2,-9,i,i
CCC1CN(C(=O)NCc2ccccc2)c2cc(C)ccc2O1 (stereo not given),0,i,i,i,i,i,i,7,-5,i,i
O=C(c1ccco1)N1CCc2ccccc21,1,i,i,i,i,i,i,7,-21,i,i
CCCC(C)NNC(=O)c1cc2ccccc2[nH]1 (stereo not given),1,i,i,i,i,i,i,-11,-5,i,i
CS(=O)(=O)c1cccc(S(=O)(=O)N2CCCCCC2)c1,0,i,i,i,i,i,i,2,-7,i,i
O=C(NN1C(=O)C2C3c4ccccc4C(c4ccccc43)C2C1=O)c1ccc(Cl)cc1 (stereo not given),3,i,i,i,i,i,i,-3,-8,i,i
CC(=O)Cn1cnc2c(cnn2-c2ccc(C)c(C)c2)c1=O,-1,i,i,i,i,i,i,1,-7,i,i
Cc1cc(C)nc(NC(=O)c2cnc3sccn3c2=O)n1,-4,i,i,i,i,i,i,-1,-12,i,i
COc1ccccc1OCCC(=O)O,nt,i,i,i,i,i,i,1,3,i,i
O=C(Nc1c2c(nc3ccccc13)CCCC2)c1ccccc1F,-12,i,i,i,i,i,i,3,-8,i,i

# (cont.)
SMILES,HDAC3 inhib,RGS4 pot,TMEM16A act,TMEM16A inh,KCNQ1 act,KCNQ1 inh,KCNK9 block,SKKanGAS inh,hERG rescue,KCNK3 inh,RGS4 inh
CCOC(=O)C1CCCN(S(=O)(=O)c2ccc(NC(C)=O)cc2)C1 (stereo not given),4,i,i,i,i,i,i,17,-2,i,i
CCc1ccc(NC(=O)CCNS(=O)(=O)c2cccs2)cc1,3,i,i,i,i,i,i,1,-7,i,i
CCOC(=O)/C(C#N)=C/c1ccc(OCC(=O)Nc2ccc(C)c(C)c2)c(OC)c1,-3,i,i,i,i,i,i,2,-6,i,i
O=C(CC1SC(=O)N(Cc2ccccc2)C1=O)Nc1nccs1 (stereo not given),4,i,i,i,i,i,i,12,0,i,i
CCOC(=O)CN1C(=O)C(O)(CC(=O)c2ccc3c(c2)CCCC3)c2ccccc21 (stereo not given),5,i,i,i,i,i,i,2,-2,i,i

# Complete entries, looked up by structure. Order of screens: HDAC3 inhib	RGS4 pot	TMEM16A act	TMEM16A inh	KCNQ1 act	KCNQ1 inh	KCNK9 block	SKKanGAS inh	hERG rescue	KCNK3 inh	RGS4 inh
# Shown for `O=C(CC1SC(=O)N(Cc2ccccc2)C1=O)Nc1nccs1` (stereo not given) : 4	i	i	i	i	i	i	12	0	i	i
# Shown for `CCOC(=O)CN1C(=O)C(O)(CC(=O)c2ccc3c(c2)CCCC3)c2ccccc21` (stereo not given) : 5	i	i	i	i	i	i	2	-2	i	i
# Shown for `CCOC(=O)C1CCCN(S(=O)(=O)c2ccc(NC(C)=O)cc2)C1` (stereo not given) : 4	i	i	i	i	i	i	17	-2	i	i

# The order is random. About 6.3% of those tested had a hit in this group.
